HCMV antiviral: blocks human cytomegalovirus replication; activity change, negative = inhibition, % at 57.5 µM; AID 1259415; 410,000 compounds, 4.5% hits; HFF cells, HCMV-luciferase reporter, 72 h; active compounds read low; in the data active = activity change below about -60%; inconclusive = no clear call, values can overlap the other calls; inactive = above about -39%
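Compounds were evaluated in HFFs infected with an HCMV luciferase reporter virus (MOI 1 PFU/cell). Luciferase in lysates collected 72 h post infection served as the replication measure.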
AMA1 RON2 block: AMA1-RON2 (P. falciparum) interaction inhibition; 360,000 compounds, 0.2% hits; Potency, µM (series often up to 58.2 µM), without a hit: at the highest dose activity change, negative = inhibition, actives largely listed as inhibitors; AID 720542; AlphaScreen AMA1-biotinylated RON2 peptide binding; active = well fitted inhibition curve with a large enough effect; inconclusive = small, poorly fitted or top-dose-only effect; inactive = no such curve, though single readings can be large or run the other way;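 note: potency is the fitted concentration of half-maximal effect; 0% = vehicle wells and -100% = peptide control; nearly all actives have a fitted effect of over 45% in size; some results filed as inactive show a strong effect at the top dose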
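AMA1 (3D7) with his tag at 25 nM final met compounds first, then biotinylated RON2 peptide at 25 nM; detection used donor plus acceptor beads, 10 µg/mL apiece, read by AlphaScreen after 30 min at room temperature.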
The depositor's hits bear a star; ? = inconclusive; [ ] = dose if it differs, or a comment. Unless noted, % is set by controls: 0 for no effect and ±100 for the full control effect. This is a subset; the hit share may differ from the screen's.

Below each SMILES: AMA1 RON2 block, HCMV antiviral
CC1(C(=O)NS(=O)(=O)c2cccc(OC(F)F)c2)CCN1C(=O)C1CCCCC1 (stereo not given)
→ -11%, 28
Cc1ccc(S(=O)(=O)NNC(=O)c2cc(C)c(C)cc2N)cc1
→ 40%[activator], ?
COc1ccc(OC)c(CN2CCN(C(=O)c3cccc(S(=O)(=O)Nc4ccc(F)cc4)c3)CC2)c1
→ 8%[11.6 µM], -12
Cc1ccc(C(O)c2ncc(-c3ccc(F)cc3)[nH]2)c(C)c1 (stereo not given)
→ -1%, -7
COc1ccccc1-n1c(SCC(=O)N(C)C)nnc1-c1ccco1
→ 21%, 31
CCOC(=O)N(C)C[C@@H]1OCc2cnnn2CCCC(=O)N([C@H](C)CO)C[C@@H]1C
→ -6%, -9
COc1ccc(S(=O)(=O)N2CCOCC2)cc1NC(=O)C1CC(=O)N(c2ccc3c(c2)OCCO3)C1 (stereo not given)
→ -7%, 0
O=S(=O)(c1ccccc1)N1Cc2ccccc2-n2nncc2C1
→ 2%, -19
CCCCNC(=O)c1nc(-c2ccncc2)oc1-c1ccc(OC(F)(F)F)cc1
→ -3%, -10
c1ccc(-c2ccc(CN3Cc4ccccc4-n4nncc4C3)cc2)cc1
→ -16%, -14
CC1(C(=O)NCc2cccc3ccccc23)CCN1C(=O)C1(c2ccccc2)CC1 (stereo not given)
→ -15%, -25
CN1CCCCC1(C)C(=O)NCc1ccc(C(C)(C)C)cc1 (stereo not given)
→ -5%, -29
Cc1ccccc1CN1C(=O)CN(S(C)(=O)=O)CC1(C)C(=O)NC(C)C (stereo not given)
→ 0%, -33
CC1(C(=O)Nc2ccc3c(c2)OCO3)CCN1C(=O)c1ccco1 (stereo not given)
→ -5%, 33
Cc1ccc(S(=O)(=O)N2CCN(C(=O)COC(=O)CNC(=O)c3ccc(Cl)cc3Cl)CC2)c(C)c1
→ -11%, 10
CCOC(=O)C1CCc2c(ccc3ccccc23)N1CCC#N (stereo not given)
→ 10%, -26
COc1ccc(CN(C)C(=O)c2cccc(NC(=O)CC3SC(N4CCCCC4)=NC3=O)c2)c(OC)c1 (stereo not given)
→ 5%, -77*
COC(=O)[C@H](CC(C)C)NC(=O)/C=C/[C@H]1O[C@@H](n2cc(C)c(=O)[nH]c2=O)C[C@@H]1O
→ 17%, 3
CCOc1ccc(-c2cc(C(=O)Nc3ccc(F)cc3)[nH]n2)c(C)c1
→ -4%, 28
CC1(C(=O)NS(=O)(=O)c2ccccc2Cl)CCN1C(=O)c1ccccc1CCc1ccccc1 (stereo not given)
→ -9%, -30
N#CC(CCc1ccccc1[N+](=O)[O-])(CCc1ccccc1[N+](=O)[O-])C(N)=O
→ -7%, -15
CC1(C(=O)NS(=O)(=O)c2ccc(Cl)cc2)CCN1C(=O)C1CC1 (stereo not given)
→ 0%, -12
CCOC(=O)c1c(C)oc2cc(Sc3ccccc3)c(O)c(O)c12
→ 0%, 15
CCCCC(=O)N(C)c1c(CC)nc2c(OCCC3CCCCC3)cccn12
→ -13%, -98*
Nc1cc(SCc2ccc([N+](=O)[O-])cc2)ncn1
→ 1%, 14
CN(CC1CCCN(CCc2ccc(Cl)cc2)C1)C(=O)c1ccco1 (stereo not given)
→ -16%, -8
C[C@@H]1CN([C@H](C)CO)C(=O)CCCn2cc(nn2)CO[C@H]1CN(C)S(=O)(=O)c1ccc2ccccc2c1
→ 1%, -23
Cc1ccc([C@H]2C[C@@H](n3cc(COC(=O)c4ccccc4)nn3)[C@H](O)CN2C(=O)c2cccs2)cc1
→ 2%, 5
Nc1ncc(S(=O)(=O)c2ccc([N+](=O)[O-])cc2)s1
→ 1%, 2
CC(Nc1nc(-c2ccc(F)cc2)cs1)c1nc2cc(C(F)(F)F)ccc2n1CCCO (stereo not given)
→ 11%, 3
O=C1NC(Cc2ccccc2)c2nc3cc(F)ccc3c(=O)n2-c2ncccc21 (stereo not given)
→ 3%, -15
CCN1CCN(C(=O)c2ccc(CS(=O)(=O)Cc3ccccc3Cl)o2)CC1
→ -9%, 10
Cn1c(=O)n(C)c2cc(NC(=O)c3ccccc3)ccc21
→ -9%, 16
CC(C)N(C)c1ncnc2c1ncn2[C@H]1CN(Cc2ccc(F)cc2)C[C@@H](CO)O1
→ 2%, 1
N#CC1C(=O)c2ccccc2C1c1ccccc1 (stereo not given)
→ -27%, 69
OC(c1ccc(F)c(F)c1)c1nc(-c2ccc3ccccc3c2)cs1 (stereo not given)
→ 5%, 14
Cn1c(OCc2cccnc2)nc2c1c(=O)n(Cc1ccc(Cl)cc1)c(=O)n2C
→ 10%, ?
CN(Cc1ccccc1)N=Nc1nc[nH]c1C(N)=O
→ 11%, 15
COc1ccc(C(O)c2nc(-c3cccc(C(=O)O)c3)cs2)cc1 (stereo not given)
→ 20%, 40
Cc1ccc(OCC(=O)Nc2cc(Cl)ccc2-n2cncn2)c(C)c1
→ -7%, 15
NC(=O)c1cccc(-c2ccnc3c2CC(C(=O)Nc2cccc(C(F)(F)F)c2)O3)c1 (stereo not given)
→ -4%, -22
CC(C)C[C@@H](CN)NC(=O)c1nc[nH]c1C(=O)N[C@@H](C)C(=O)CNC[C@H](C)NC(=O)c1nc[nH]c1C(=O)N[C@@H](CC(C)C)C(=O)O
→ 71%[activator], -20
COC(=O)C(CSCc1ccccc1)NC(=O)CCNC(=O)OCc1ccccc1 (stereo not given)
→ 9%, -9
Cc1c(C(=O)NC(=S)Nc2ccc(NC(=O)c3cccs3)cc2)cccc1[N+](=O)[O-]
→ 7%, 44
Nc1ccn(CCCNC2CCN(Cc3ccccc3)CC2)c(=O)n1
→ 14%, -15
CSCCC(C(=O)Nc1c(C)cccc1C)n1c(-c2ccc(C(F)(F)F)cc2)nc2ccccc21 (stereo not given)
→ 5%, 26
O=C(Nc1ccccc1)OCCCCOC(=O)Nc1ccccc1
→ -9%, 14
COC1=CC(=O)OC(c2cccc(OC)c2)C1 (stereo not given)
→ -5%, 45
CN(C(=O)C1Cc2c(-c3ccc(Cl)cc3)ccnc2O1)c1ccccc1 (stereo not given)
→ -3%, ?
O=C1NC(Cc2ccccc2)c2nc3cc(Cl)ccc3c(=O)n2-c2ncccc21 (stereo not given)
→ 9%, -67*
CN(CC(=O)Nc1ccccc1Cl)C(=O)COC(=O)CNC(=O)c1ccc(Br)o1
→ 9%, -12
NC(=S)N=Nc1c(O)cc(O)c2[nH]c(=O)ccc12
→ -13%, 0
C[C@@H]1CC2=C(C(=O)OC(C)(C)O2)[C@H](c2ccc(F)cc2)O1
→ 12%, 39
CCOC(=O)[C@]12CCC=C1N(Cc1cccc3ccccc13)C(=O)[C@H](CC(=O)NCCCN1CCCC1=O)C2
→ 1%, -5
CC(C)[C@H](N)C(=O)N[C@H]1CCC2C3CC=C4C[C@@H](O)CC[C@]4(C)C3CC[C@@]21C (stereo not given in full)
→ -6%, -17
CC(=O)NC12CC3CC(C1)CC(C(=O)N1CCN(c4ncccn4)CC1)(C3)C2
→ -5%, 13
c1ccc(N2C3C4CC(C5CCCC54)C32)cc1 (stereo not given)
→ -8%, 6
O=C(OCc1cn([C@H]2CN(C(=O)c3cccs3)[C@@H](c3ccc(Cl)cc3)C[C@@H]2O)nn1)c1ccccc1
→ -3%, -12
COc1ccc(-c2noc3c2-c2nc(-c4ccc(C)cc4)sc2CC3)cc1
→ 18%, ?
COc1ccc(CNC(N)=O)cc1
→ 21%, 14

In a second layout: two of the compounds above
CC1(C(=O)NS(=O)(=O)c2ccccc2Cl)CCN1C(=O)c1ccccc1CCc1ccccc1 (stereo not given)
  AMA1 RON2 block: -9% | HCMV antiviral: -30

N#CC(CCc1ccccc1[N+](=O)[O-])(CCc1ccccc1[N+](=O)[O-])C(N)=O
  AMA1 RON2 block: -7% | HCMV antiviral: -15

Later entries
Below each SMILES: AMA1 RON2 block, HCMV antiviral
CC12CCC(=O)C=C1CCC1C2C(O)CC2(C)C(c3csc(N)n3)CCC12 (stereo not given)
→ -3%, -22
CCC[C@H]1CN(c2ccc(Br)cc2)C(=O)[C@@H]1CC(=O)Nc1ccccc1
→ 0%, 12
CN1CCN(C(=O)C[C@H]2CC[C@H]3[C@@H](COC[C@@H](O)CN3C(=O)C3CCCC3)O2)CC1
→ 2%, -21
CC(=O)Nc1cccc(-c2cc(NC(C)=O)c3ncc(-c4cccc(C(F)(F)F)c4)n3c2)c1
→ 50%[activator], ?
Cc1ccc2nc(C3CCCCC3)c(CC(C)(C)C)n2c1
→ -17%, -13
CCCOc1ccc(N2C(=O)CC(NCC(=O)OCC)C2=O)cc1 (stereo not given)
→ 41%[activator], 17
Cc1c2ccncc2cc2c1[nH]c1ccccc12
→ 5%, ?
O=C(NCc1ccccc1)c1ccc(-c2ccc(F)c(F)c2)c2ccoc12
→ 3%, ?
C[C@H](NS(=O)(=O)c1ccc(Cl)cc1)C(=O)OCC(=O)NCCc1ccc(S(N)(=O)=O)cc1
→ -4%, 14
Cn1cc(-c2coc3c(C(=O)NCc4cccc(Cl)c4)cccc23)cn1
→ 6%, -19
COc1c(N)c2c(c([N+](=O)[O-])c1OC)C(=O)OC2
→ 23%, -9
COCCNC(=O)C1(C)Cc2c(-c3cccc(NC(C)=O)c3)ccnc2O1 (stereo not given)
→ 7%, 17
CC1(C(=O)Nc2ccc3c(c2)OCCO3)CN(S(C)(=O)=O)CC(=O)N1CCCN1CCOCC1 (stereo not given)
→ 3%, -2
C[C@@H]1CCCCO[C@H](CN(C)Cc2ccc(Cl)c(Cl)c2)[C@H](C)CN([C@@H](C)CO)C(=O)c2cc(NC(=O)Nc3ccc(F)cc3)ccc2O1
→ -14%, ?
CSc1ccc(CN2CCC(C)(Oc3ccccc3)C2)cc1 (stereo not given)
→ -21%, -40
CC(C)CN1C(=O)CN(S(C)(=O)=O)CC1(C)C(=O)NC(C)C (stereo not given)
→ 3%, -19
COc1ccc(-c2nc3ccc(C)cn3c2Cc2ccc(C)cc2)cc1OC
→ -14%, -9
Oc1ccccc1C1=NC(c2ccccc2)NC(c2ccccc2)C1 (stereo not given)
→ 4%, ?
C(=NN1CCCCCC1)c1ccc2ccccc2n1
→ -6%, -92*
CN(C)Cc1c[nH]c2nc[nH]c(=O)c12
→ 28%, 0

Sorted by formula weight (high to low): part of the list above.
Below each SMILES: AMA1 RON2 block, HCMV antiviral
Cn1cc(-c2coc3c(C(=O)NCc4cccc(Cl)c4)cccc23)cn1
→ 6%, -19
CCCOc1ccc(N2C(=O)CC(NCC(=O)OCC)C2=O)cc1 (stereo not given)
→ 41%[activator], 17
CSc1ccc(CN2CCC(C)(Oc3ccccc3)C2)cc1 (stereo not given)
→ -21%, -40
CN(C)Cc1c[nH]c2nc[nH]c(=O)c12
→ 28%, 0

(next part)
Below each SMILES: AMA1 RON2 block, HCMV antiviral
O=C(COC(=O)c1c(F)cccc1F)Nc1cccc(S(=O)(=O)N2CCCCC2)c1
→ -2%, 17
COc1ccccc1CCC(=O)Nc1ccc(S(=O)(=O)Nc2ncccn2)cc1
→ 1%, 3
CC(NC(=O)Cc1ccc(S(=O)(=O)N2CCOCC2)s1)c1ccc(Br)cc1 (stereo not given)
→ -5%[11.6 µM], -35
CC(=O)Nc1cccc(-c2csc(C(C)(NC(C)=O)c3ccccc3)n2)c1 (stereo not given)
→ 7%, -10
O=C(COC(=O)Cc1c[nH]c2ccccc12)Nc1ccc(Cl)cc1
→ -4%, 15
COc1cccc(C(O)c2nc(-c3cc(F)cc(F)c3)cs2)c1 (stereo not given)
→ 13%, -9
Cc1[nH]c2ccccc2c1C1=CC(=O)C=CC1=O
→ -29%, -30
COc1cccc(C=NNc2nc3ccccc3s2)c1OC
→ -2%, 50
CC1(C(=O)NCc2ccccc2)CCC(=O)N1CCc1c[nH]c2ccccc12 (stereo not given)
→ 7%, 24
O=c1ccc2cc(O[C@@H]3O[C@H](CO)[C@@H](O)[C@H](O)[C@H]3O)c(O)cc2o1
→ 16%, -24
COc1ccc2cc(C3CC=C(CO)CN3S(=O)(=O)c3ccccc3[N+](=O)[O-])n(C(=O)OC(C)(C)C)c2c1 (stereo not given)
→ -22%, -33
O=C(NCc1ccccc1)[C@@H]1CCCN1C(=O)[C@@H]1CCCN1C(=O)c1ccc(Cl)cc1Cl
→ 0%, 15
COc1cccc(C=CC(=O)C=CC=Cc2ccccc2)c1
→ -20%, -27
O=C1C=C(N2CCN(c3ccccn3)CC2)C(=O)c2c(O)ccc(O)c21
→ ?, -34
O=C(c1ccco1)N1CCC2CC1c1c(Cl)cccc12 (stereo not given)
→ ?, 2
COc1ccc(CCC(=O)NCCOc2ccccc2Cl)cc1
→ 2%, 38
COc1ccc(C(=O)OCc2cc(=O)oc3c(C)c(C)ccc23)cc1S(=O)(=O)N1CCOCC1
→ -6%, -6
COCCn1c(=S)[nH]c2cc(C(=O)NCc3ccccc3)ccc2c1=O
→ 98%[activator], -22
COc1ccc(C2CC(=O)C=C3c4ccc(OC)cc4CCC32)cc1 (stereo not given)
→ 4%, -11
O=C(COc1ccccc1CNC[C@H]1O[C@@H](n2ccc(=O)[nH]c2=O)[C@H](O)[C@@H]1O)N1CCCCC1
→ 0%, -7
COC(=O)[C@@]1(Cc2ccccc2)[C@H]2C(=O)N(C)C(=O)[C@H]2[C@H]2CN(C)C(=NCc3ccccc3)N21
→ 9%, 11
COc1ccccc1CC1CC(=O)N(c2ccc([N+](=O)[O-])cc2)C1=O (stereo not given)
→ -12%, -6
CCOC(=O)C1=C(C)N(CCCC(=O)O)C(=O)NC1c1ccccc1OS(=O)(=O)c1ccc([N+](=O)[O-])cc1 (stereo not given)
→ 1%, -100*

Screens deposited in PubChem BioAssay by National Center for Advancing Translational Sciences (NCATS).
